Screening data from PubChem.
NPYLR7 agonist – agonists of mosquito NPYLR7 receptor, primary screen, cell-based, Aedes aegypti, calcium fluorescence, mosquito biting behavior; activation, % at 10 µM; HEK293T NPYLR7/Galpha15, GCaMP6s calcium fluorescence; Aedes aegypti neuropeptide Y-like receptor 7 (NPYLR7); 270,000 tested, 0.15% active; in the data active means activation above about 40%;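 further: 0% = vehicle and 100% = reference agonist at the receptor; some compounds past the cut are filed as inactive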
hcGAS lum – Primary biochemical luminescence assay for human cyclic GMP-AMP synthase inhibitors | 290,000 tested, 0.081% active | recombinant h-cGAS, ATP depletion, Kinase-Glo luminescence | inhibition, % at 12.5 µM;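 further: 0% = vehicle reaction and 100% = reaction without DNA for no activity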
Target sequence (Q8N884 whole entry, looked up): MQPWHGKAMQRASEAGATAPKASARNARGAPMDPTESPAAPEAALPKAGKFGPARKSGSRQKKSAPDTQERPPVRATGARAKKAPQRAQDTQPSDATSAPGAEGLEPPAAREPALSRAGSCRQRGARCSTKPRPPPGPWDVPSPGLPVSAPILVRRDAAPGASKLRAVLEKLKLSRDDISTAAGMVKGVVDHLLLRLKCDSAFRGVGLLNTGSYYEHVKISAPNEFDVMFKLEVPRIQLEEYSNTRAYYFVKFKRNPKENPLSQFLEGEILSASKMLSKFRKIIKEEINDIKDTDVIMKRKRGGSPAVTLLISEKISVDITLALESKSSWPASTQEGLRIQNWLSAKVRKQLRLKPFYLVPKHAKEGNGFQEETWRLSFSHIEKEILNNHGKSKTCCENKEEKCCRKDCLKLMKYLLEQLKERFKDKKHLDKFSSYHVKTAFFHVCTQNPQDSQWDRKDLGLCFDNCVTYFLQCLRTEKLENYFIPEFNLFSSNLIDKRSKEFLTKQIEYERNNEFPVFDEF
mcGAS lum – cyclic GMP-AMP synthase inhibitors, mouse, primary biochemical chemiluminescence | recombinant cGAS, Kinase-Glo ATP depletion luminescence | inhibition, % at 12.5 µM | 160,000 tested, 0.15% active;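 further: 0% = negative control wells and 100% = reference inhibitor with no enzyme activity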
* hit, by the source's call; nt = no result given; & = joins results of further samples. Unless noted, no stated cut-off is given here; in the data, active means inhibition above about 40%; inactive means the rest. No enrichment for hits, and some 0.27% of all compounds hit somewhere here.

The first 4 records, ahead of the listing:
SMILES	NPYLR7 agonist	hcGAS lum	mcGAS lum
O=C(Nc1cccc(Cc2nc3cc(Cl)ccc3o2)c1)c1ccc(Cl)c(Cl)c1	-9	6	4
O=C(N=C1N=C2C=CC(Br)=CN2Cc2ccccc21)C1CC1	14	-3	-5
CCCC(=O)Nc1c(-c2ccc3c(c2)OCO3)c(=O)c2ccccc2n1C	5	-4	nt
Cc1nc2ccccc2nc1N1CCN(S(=O)(=O)c2ccc(Br)cc2)CC1	13	-8	-2

The list itself, previewed entries included:
SMILES	NPYLR7 agonist	hcGAS lum	mcGAS lum
O=C(Nc1cccc(Cc2nc3cc(Cl)ccc3o2)c1)c1ccc(Cl)c(Cl)c1	-9	6	4
O=C(N=C1N=C2C=CC(Br)=CN2Cc2ccccc21)C1CC1	14	-3	-5
CCCC(=O)Nc1c(-c2ccc3c(c2)OCO3)c(=O)c2ccccc2n1C	5	-4	nt
Cc1nc2ccccc2nc1N1CCN(S(=O)(=O)c2ccc(Br)cc2)CC1	13	-8	-2
Cc1ccn2c(=O)cc(CN3CCCC(N4CCCC4=O)C3)nc2c1 (stereo unspecified)	6	-4	nt
O=C(Cc1ccccc1)Nc1ccc(C(=O)Nc2nccs2)cc1	-3	-9	-3
CCC(NCc1cnc(SC)nc1N1CCN(c2ccc(F)cc2)CC1)c1ccccc1 (stereo unspecified)	3	-7	-2
Cc1nnc(NC(=O)Cc2c(Cl)cccc2Cl)s1	-7	-7	nt
CCc1[nH]n(C)c(=O)c1C1=C(N2CCCCC2)C(=O)N(c2ccc(OC)cc2)C1=O	-5	-7&14	-11&-2
Cc1cccc2oc(-c3ccc(Cl)c(N)c3)nc12	-5	-2	-6
COc1cccc(CN(CC2CC(c3ccc(Cl)c(Cl)c3)=NO2)C(=O)c2ccco2)c1 (stereo unspecified)	6	-4	-10
Cc1ccc(S(=O)(=O)N(Cc2nccn2Cc2ccccc2Cl)C2CCCCC2)cc1	1	-3	-5
c1cc(C2=NCCCn3c(CNC4CC4)ccc32)ccn1	8	-6	nt
Cc1cc(Br)ccc1NCC(=O)N1CCCCC1	1	-18	nt
O=C1Nc2cccc(Br)c2C1=O	-1	-13	-6
CCOC(=O)c1c(NC(=O)COCc2ccccc2)sc2c1CCCC2	9	-7	-5
O=C(O)CON=C1c2ccccc2-c2ccccc21	1	13	nt
CC(=O)NCC1=CCCN(CCOc2cccc(C)c2C)C1	2	-8	-9
CCn1c(SCc2ccc3c(c2)C(=O)c2ccccc2C3=O)nnc1-c1cc(-c2ccccc2)nc2ccccc12	0	-3	-5
N#CC1(NC(=O)CCOc2ccc(Br)cc2F)CC1	-3	4	nt
O=C(NCc1ccccn1)c1nn(-c2ccccc2F)c(=O)n(Cc2cccc(C(F)(F)F)c2)c1=O	13	-6	-4
Cc1cc2cccc(C(=O)N3CCOC4(CNCCOC4)C3)c2o1 (stereo unspecified)	5	-5	-21
CN(Cc1nc2sc3c(c2c(=O)[nH]1)CCC3)C1CCS(=O)(=O)C1 (stereo unspecified)	-1	-10	nt
CCCCCCSc1nnc2c(n1)OC=Nc1ccccc1-2	8	-3	nt
CCc1[nH]n(-c2ccc(Cl)cc2)c(=O)c1C1=C([n+]2ccccc2)C(=O)N(c2cccc(C)c2)C1=O	10	-6	-5
Cc1cc(NC(=O)Cc2cccs2)n(-c2nc(-c3ccc(F)cc3)cs2)n1	-7	-6	-10
Cc1ncsc1CNCCCNc1ccccc1	5	-7	nt
COCCCN(C(=O)C=Cc1c(C)nn(C)c1C)c1c(N)n(CC(C)C)c(=O)[nH]c1=O	2	-5	nt
CC(=O)N1CCN(c2ccc(S(=O)(=O)N3CCN(C)CC3)cn2)CC1	-4	-4	nt
CCCCC(=O)N(C)c1c(CC)nc2c(OCc3ccc(S(C)(=O)=O)cc3)cccn12	1	-1	-2
Cc1oc2cc(O)ccc2c(=O)c1Oc1ccc(F)cc1	-3	4	nt
O=C(c1cccc(Cl)c1)N1CCN(c2nc3nccc(-c4cccc(C(F)(F)F)c4)n3n2)CC1	2	3	2
Cn1cc(C(=O)Nc2ccc(F)c(F)c2)c2[nH]c(=O)n(-c3ccc(Cl)cc3)c(=O)c21	3	-4	nt
CC(NC(=O)N1Cc2ccccc2C1)C(=O)N1CCCCC1C (stereo unspecified)	5	-20	nt
CC(c1ccc(NC(=O)c2ccccc2Cl)cc1)N1CCOCC1 (stereo unspecified)	-18	-8	nt
CCCCC(=O)N1CC(C)N(C(=O)CCCC)CC1C (stereo unspecified)	10	-10	nt
CCOC(=O)c1cnn(-c2cc(Oc3ccc(NC(C)=O)cc3)nc(SC)n2)c1C	7	1	nt
CC(=O)Nc1ccc2c(c1)N(C(=O)c1cccs1)CC2	0	-4	-8
CCc1ccc(-n2nnc(C(=O)OCc3nc(-c4cc(OC)c(OC)c(OC)c4)oc3C)c2C)cc1	-2	-6	-7
CCOC(=O)C1CCN(C(=O)c2cccc(CSc3nc(-c4ccccc4)cc(N4CCN(C)CC4)n3)c2)CC1	15	-12	-5
C=CCOC1CCCN(C(=O)c2ccc3c(c2)OCO3)C1 (stereo unspecified)	-4	-4	nt
COc1ccc(C=NN=Cc2ccc(OC)cc2)cc1	-3	-4	-6
OCCc1nc2ccccc2s1	5	-6	-9
CC(=O)c1cccc(NC(=O)c2ccc(-c3ccccc3[N+](=O)[O-])o2)c1	1	-5	nt
Cc1cc(C)c(-c2c(O)c3cccnc3n(C)c2=O)c(C)c1	4	0	nt
C[C@@H](C(=O)N1CCc2c(ncnc2N(C)C)C1)n1cnnn1	7	-9	nt
CN(Cc1ccc(C(F)(F)F)cc1)Cc1nc(-c2ccccn2)no1	1	-6	nt
Cc1ccc(-c2cc(C(=O)N3CCN(c4cccc(C(F)(F)F)c4)CC3)n(-c3cccc(Cl)c3)n2)cc1C	-1	-3	-4
O=C(NCC1COCCO1)c1cc(COc2ccccc2F)[nH]n1 (stereo unspecified)	2	-5	nt
CC(C)(C)C(NCn1ccc(C(F)(F)F)n1)c1cccs1 (stereo unspecified)	0	-8	nt
Cc1occc1C(=O)NCC(=O)NCC(C)(C)c1ccc2c(c1)OCCO2	-12	5	2
COc1ccc(Br)cc1-c1nnc2n(C)c3c(=O)[nH]c(=O)n(C)c3n12	6&7	-6&-6	-10
CCCS(=O)(=O)Nc1ccc(N(C)C)c(CN(C(C)C(C)C)S(=O)(=O)c2cccc(Cl)c2)c1 (stereo unspecified)	-1	-4	-5
COCCCN(Cc1csc(COc2cccc(C)c2C)n1)C(C)=O	4	-1	-4
CCCCC1CCC(C(=O)Oc2cc(C)[nH]c(=O)c2[N+](=O)[O-])CC1 (stereo unspecified)	-1	-4	-8
Cc1ccc(S(=O)(=O)N2CCN(CC(=O)NCC(C)C)CC2)cc1C	1	-7	nt
O=C(c1ccc(-n2cnnc2)cc1)N1CCC(c2ccccc2Cl)C1 (stereo unspecified)	3	-4	-19
O=C(O)CCSc1n[nH]c(=S)s1	3	-1	nt
O=C(c1ccccc1)c1cccc(NC(=O)c2cc(C3CC3)on2)c1	13	-6	nt
COc1cccc(C(=O)N2C(C(=O)NCc3ccccn3)COC23CCN(C(=O)C2CC2)CC3)c1 (stereo unspecified)	-1	0	-5

Remaining list, next part:
SMILES	NPYLR7 agonist	hcGAS lum	mcGAS lum
CC1CC2(C)Oc3ccccc3C3OCC1(COC(=O)NC1CCCCC1)C(C)C32 (stereo unspecified)	nt	-9	-5
O=C(O)C1=CCNCC1	-8&-7	1&-2	-4&-2
COCC(=O)N[C@H]1C[C@@H]2C(=O)N[C@H]3CCN(C(=O)C4CCN(C(C)=O)CC4)[C@@H]3C(=O)N2C1	-7	-6	-8
CCCc1nc(C)cc(N2CCc3nc[nH]c3C2)n1	-2	-3	-9
COCCN1CCN(Cc2[nH]cc(C)c(=O)c2C)[C@H]2CS(=O)(=O)C[C@H]21	nt	-14	-5
COc1ccc2nc(-c3ccc(C)c(NS(=O)(=O)c4ccc(C)s4)c3)cn2n1	-12	-2	-6
COc1ccc(C(C2Sc3ncnn3C2=O)N2CCN(CCO)CC2)cc1OC (stereo unspecified)	2	-6	-6
CCCCCCC(=O)Nc1c(-c2cccc(Cl)c2)nc2ccc(C)cn12	-3	-6	-7
COC(=O)CNC(=O)CCc1n[nH]c(=S)[nH]c1=O	5	-2	nt
O=C(NCc1ccc(F)cc1)c1cc2cc(Cl)ccc2oc1=O	-6	-3	-5
COc1ccc(C(C)C)cc1-c1cncc(NC(C)=O)n1	4	-14	nt
CC(C)C(=O)Nc1ccc(N(C)C)c(CN(CC2CC2)C(=O)c2ccc(F)cc2)c1	2	6	-5
CCCN(CC1CCCO1)C(=O)c1c(F)cc(OC)cc1F (stereo unspecified)	6	-1	nt
COCc1noc(-c2cnc(Cc3ccccc3)s2)n1	5	-5	nt
COc1ccccc1/C=C/C=C1/N=C(c2cccc([N+](=O)[O-])c2)OC1=O	0	-5	-6
CCCCc1ccc(NC(=O)CSc2nc(=O)n(Cc3ccncc3)c3c2CCC3)cc1	-6	0	0
CNc1nc(CN2C[C@@H]3CC[C@H](C2)N(CC2CC2)C3)cs1	nt	-5	-3
CCn1c(CC2CCN(C(=O)Nc3cc(C)ccc3OC)CC2)nn(C)c1=O	14	0	-12
CCCc1c(C)nn(-c2ccc(C(=O)Nc3cccc(OC)c3)cc2)c1C	-2	-4	-6
C=CCN(Cc1nc2sc(C)c(C)c2c(=O)[nH]1)CC(O)COC(=O)CCC (stereo unspecified)	10	-3	-4
CCOC(=O)c1nn(-c2ccccc2C)c(=O)cc1N1CCc2ccccc2C1	4	-7	nt
CC1(C(=O)NS(=O)(=O)c2cccc(Cl)c2)CCN1C(=O)CC1CCCCC1 (stereo unspecified)	2	-7	nt
COC(=O)c1c(OCC2CCCCO2)cc(=O)n2c1CCN(C(=O)COc1ccc(C)cc1)CC2 (stereo unspecified)	-1	-2	-4
CCN1CCN(C(c2ccc(SC)cc2)c2c(O)cc(C)n(CCOC)c2=O)CC1 (stereo unspecified)	-2	0	nt
CCOCC(=O)Nc1c(C)nc2c(C)cccn2c1=O	3	-9	nt
O=C1CC2(CCCCC2)C(=O)N1CN1CCN(c2cccc(Cl)c2)CC1	19	-1	nt
CC1CCCCN1C1CN(Cc2ccc(C#CCO)s2)C1 (stereo unspecified)	5	-3	nt
COCCCNC(=O)C(NC(=O)c1ccc(OC)cc1)C1CCN(C(=O)c2ccccc2C)CC1 (stereo unspecified)	-1	-3	-3
O=C(C1CCCc2ccccc21)N1CCC(Nc2ccccc2)CC1 (stereo unspecified)	2	-16	-9
CC(C)(C)NC(=O)c1cnn2c1NC(c1ccc3c(c1)OCO3)CC2C(F)(F)F (stereo unspecified)	6	-2	-1
COCc1nc(C(=O)NCC2(c3ccc(Cl)cc3)CCCC2)cs1	1	-6	-16
Cn1nc(-c2cccc(NC(=O)c3ccc4ccccc4c3)c2)ccc1=O	-1	-8	-9
C=CCn1c(=O)c2c(nc3n2CCCN3c2ccc(OC)cc2)n(C)c1=O	9	-13	nt
CCc1[nH]c2c(CNC(=O)CN3C(=O)CNC3=O)cc(C)cc2c1C	nt	-4	-8
Cc1ccc(S(=O)(=O)N(Cc2nnc(-c3ccccc3)o2)C(C)C)cc1C	-8	1	nt
Cc1cccn2c(CN3C[C@@H]4CCC[C@H]3C4)c(C(=O)N(C)CCc3ccccc3)nc12	4	-5	nt
CCc1nnc2sc(/C=C/c3ccccc3OC)nn12	0	-2	-5
Cc1sc(NC(=O)c2cccc(OC(F)F)c2)c(C(N)=O)c1C	12	-6	nt
CC(C)(CN1CCN(c2ncc(Cl)cn2)CC1)N1CCCCC1	8	-3	nt
COc1ccc(F)cc1-c1csc(NC(=O)c2cncc(Br)c2)n1	0	-3	-17

Five structures from above, sorted by number of heavy atoms, ascending.
SMILES	NPYLR7 agonist	hcGAS lum	mcGAS lum
CC(C)(CN1CCN(c2ncc(Cl)cn2)CC1)N1CCCCC1	8	-3	nt
COCc1nc(C(=O)NCC2(c3ccc(Cl)cc3)CCCC2)cs1	1	-6	-16
CCc1[nH]c2c(CNC(=O)CN3C(=O)CNC3=O)cc(C)cc2c1C	nt	-4	-8
CC1(C(=O)NS(=O)(=O)c2cccc(Cl)c2)CCN1C(=O)CC1CCCCC1 (stereo unspecified)	2	-7	nt
CC(C)(C)NC(=O)c1cnn2c1NC(c1ccc3c(c1)OCO3)CC2C(F)(F)F (stereo unspecified)	6	-2	-1

Next section:
SMILES	NPYLR7 agonist	hcGAS lum	mcGAS lum
CCOC(=O)c1cc(-n2cc([N+](=O)[O-])cn2)cnc1C	-5	-2	-9
O=S1(=O)CC2C(C1)N(c1ccccc1)C(=S)N2c1ccccc1 (stereo unspecified)	-8	7	nt
CC(C)COC(C)C(=O)Nc1ccc(F)c(F)c1 (stereo unspecified)	-7	5	nt
Cc1ccc(NC(=O)CSc2nc3[nH]ncc3c(=O)[nH]2)c(C)c1	-2	-4	nt
Cc1cccc(S(=O)(=O)N=C2C=C(C(C)(C)C)C(=O)C(C(C)(C)C)=C2)c1	5	2	0
O=c1[nH]ncc(N2CCc3ccccc3C2)c1Cl	0	-1	nt
OCc1cn(CC2CCN(CC3CC=CCC3)CC2)nn1 (stereo unspecified)	2	-8	-11
C=C(C)Cn1c(=O)c2c(nc3n2CC(C)CN3c2ccc(F)cc2)n(C)c1=O (stereo unspecified)	7	-3	nt
CN(C)c1ncccc1CNC(=O)c1ccccn1	23	-7	nt
O=C(c1cc2n(n1)CCNC2)N1CCC(c2ccccc2Cl)C1 (stereo unspecified)	-1	-7	nt
